Peg3 promoter = Peg3 promoter-driven luciferase inhibitors, primary screen, cell-based, HeLa, luciferase luminescence | inhibition, % at 20 µM | HeLa PEG-Prom luciferase reporter, overnight | AID 588405, 2011 | 1.7% of 360,000 active;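 active = inhibition of at least 50% at 20 µM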
NR2E3 ag-1 = inhibitors of NR2E3-RetCOR corepressor binding, primary screen, NR2E3 agonist project, biochemical, TR-FRET, GST-NR2E3, biotin-RetCOR; Photoreceptor-specific nuclear receptor (Homo sapiens), Q9Y5X4; AID 2300, 2010; inhibition of corepressor binding, % at 4.78 µM; 0.12% of 320,000 active; 1536-well;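 active = percent inhibition above the cutoff of mean plus 3 SD of all tested compounds, set per screening campaign, cut at about 20% in these data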;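 also: 0% = DMSO wells and 100% = biotin wells as full block of FRET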
Target sequence (Q9Y5X4 whole entry, looked up): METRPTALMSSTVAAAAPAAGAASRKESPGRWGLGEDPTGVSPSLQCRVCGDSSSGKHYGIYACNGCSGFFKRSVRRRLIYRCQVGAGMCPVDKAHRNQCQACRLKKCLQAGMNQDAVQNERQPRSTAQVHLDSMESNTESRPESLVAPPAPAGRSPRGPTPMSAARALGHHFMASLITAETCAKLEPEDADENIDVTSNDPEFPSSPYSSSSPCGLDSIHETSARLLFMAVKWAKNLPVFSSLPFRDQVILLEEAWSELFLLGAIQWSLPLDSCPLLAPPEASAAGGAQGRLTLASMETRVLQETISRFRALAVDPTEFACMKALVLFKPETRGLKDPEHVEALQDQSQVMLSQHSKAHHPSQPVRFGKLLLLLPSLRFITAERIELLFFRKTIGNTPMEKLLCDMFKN
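Material: NR2E3–RetCOR corepressor complex / Incubation: Compound–protein incubation for 5 h at 4 °C / Dosing: compound at 4.8 µM, single dose / Detection: time-resolved FRET / Benchmarks: high control biotin, low control 0.6% DMSO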
C8 TRAIL sens = viability loss with TRAIL in NB7+C8 cells, primary screen, TRAIL sensitizer project, cell-based, ATPlite luminescence; inhibition (viability loss, TRAIL sensitization), % at 10 µM; 1% of 360,000 active;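 active = compounds causing at least 50% loss of cell viability in the single-dose screen, relative to plate controls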
Shn3 inh set2 = reduction of Shn3 3'UTR firefly luciferase signal, primary screen, Schnurri-3 inhibitor project, cell-based, Clone20 osteoblasts, set 2; Clone20 osteoblast Shn3 3'UTR firefly luciferase, 24 h; inhibition, % at 12.5 µM; 0.52% of 360,000 active; AID 588674, 2011;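 active = mean inhibition of at least 75% with every replicate also reaching 75%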;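 also: 0% = median of neutral control wells and 100% = pilot-screen positive control compound; some compounds past the cut are filed as inactive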
TRPM1 prom inh = inhibitors of MITF-dependent TRPM1 promoter reporter, primary screen, cell-based, SK-MEL-5, single point, luciferase; SK-MEL-5 TRPM1 promoter luciferase, 24 h; inhibition, % at 12.5 µM; 0.83% of 330,000 active; AID 488899, 2010;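 active = mean inhibition across replicates of 60% or more, whatever share of single replicates reaches that level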; also: values of inactives mirror those of a sister screen read the other way
TWEAK Fn14 block = inhibitors of TWEAK-Fn14 signaling, primary screen, luciferase reporter cells, uHTS | TWEAK-stimulated Fn14 reporter cells, luciferase luminescence, 8 h | inhibition, % at 10 µM | 2% of 360,000 active; in the data active = inhibition above about 50%
KKLEB cytotox = cytotoxicity in KKLEB CF airway cells, primary screen, cytotoxicity control for CF NF-kB inhibitor project, cell-based, uHTS, fluorescence assay plates; KKLEB CF airway cells viability, ATPlite luminescence, overnight; stronger effect = lower value; cells stimulated with P. aeruginosa culture filtrate; activity change (cytotoxicity), % at 5 µM; 0.36% of 360,000 active;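 active = corrected activity change at or below -50% at 5 µM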
CF NFkB block = inhibitors of PAF-induced NF-kB signaling, primary screen, cell-based, GFP fluorescence, uHTS. KKLEB NF-kB-GFP reporter, GFP fluorescence overnight. AID 588850, 2011. 0.86% of 360,000 active. inhibition, % at 5 µM;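 active = at least 50% inhibition at 5 µM, scaled per plate between neutral and stimulator controls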;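 also: PAF is a Pseudomonas aeruginosa culture filtrate used as stimulus; plate controls were PAF-stimulated DMSO wells for no effect and unstimulated DMSO wells for full effect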
TROY signal inh = inhibitors of TROY-driven NF-kB signaling, primary screen, Q293 LMP1-TROYcd cells, NF-kB luciferase, uHTS. inhibition, % at 10 µM. Q293 LMP1-TROYcd NF-kB luciferase reporter, 4 h. 0.98% of 360,000 active;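 active = compounds whose plate-normalised and pattern-corrected inhibition of the luciferase reporter signal at the single screening dose is 50% or more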
NR2E3 ag-2 = NR2E3 agonists in two-hybrid cells, primary screen, cell-based, luminescence, CHO-S, Gal4-NCOR/VP16-NR2E3 | luciferase | inhibition of corepressor binding, % at 3.98 µM | 0.35% of 360,000 active | AID 602229, 2012;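 active = inhibition above the mean of all tested compounds plus 3 SD, cut at about 70% in these data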;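 also: 0% = DMSO with NR2E3 transfected cells and 100% = cells lacking NR2E3 construct; higher means lower luciferase signal from less NR2E3 corepressor binding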
HIF-2a block = HIF-2a reporter inhibitors, primary screen, luminescence, 786-0 RCC cells; 786-0 RCC cells HIF-2a reporter, luciferase luminescence, overnight; inhibition, % at 18.8 µM; 0.72% of 360,000 active; AID 624352, 2012;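 active = inhibition of the luminescence signal of 40% or more relative to plate controls, in a single-dose primary screen at 18.75 µM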
An asterisk follows results filed as active; . = not tested or not shown. Not all compounds are listed; rates above refer to the full screens.

SMILES | Peg3 promoter | NR2E3 ag-1 | C8 TRAIL sens | Shn3 inh set2 | TRPM1 prom inh | TWEAK Fn14 block | KKLEB cytotox | CF NFkB block | TROY signal inh | NR2E3 ag-2 | HIF-2a block
O=C(Nc1ccccc1C(=O)NCCCN1CCOCC1)c1ccccc1 | 12 | 2 | 12 | -4 | 18 | 5 | -2 | -7 | 2 | -4 | 18
COc1cccc(-c2sc3ccc(OC)cc3c2-c2ccc(OCCN3CCOCC3)cc2)c1 | 16 | . | -11 | 9 | -3 | -4 | -6 | 11 | 18 | 19 | 3
COc1ccc(NC2=NCC(Cc3ccc(Br)cc3)S2)cc1 (stereo not drawn) | 5 | 0 | 8 | 37 | 59 | 8 | -10 | 5 | 25 | 4 | 0
CN(Cc1cccs1)C(=O)c1cc(S(=O)(=O)N2CCOCC2)ccc1F | 4 | 1 | 9 | -14 | -13 | 16 | -8 | 5 | -7 | -44 | 7
COc1ccc(Br)cc1CN(C)CC(=O)NCCc1ccc(S(N)(=O)=O)cc1 | 10 | 3 | 6 | 0 | -3 | -5 | 3 | 19 | 17 | 6 | 13
Oc1ccc2ccccc2c1/C=N/n1cnnc1 | 29 | 1 | -16 | -6 | 23 | 8 | 4 | 1 | -14 | 0 | 14
CO/N=C/C(c1ccc(Cl)nc1)S(=O)(=O)c1ccccc1 (stereo not drawn) | 7 | -4 | 14 | -40 | -11 | 12 | 12 | 4 | -16 | -9 | 13
COc1ccc(S(=O)(=O)Nc2ccc3c(c2)CC(=O)N([C@@H](C)CO)C[C@H](C)[C@@H](CN(C)S(=O)(=O)c2ccc(F)cc2)O3)cc1 | -8 | . | -9 | -14 | -7 | -12 | -25 | 18 | -1 | -2 | 1
COc1ccc(CCNC(=O)C(=O)c2c[nH]c3ccccc23)cc1OC | -3 | . | -5 | 13 | 7 | 12 | -10 | 6 | -10 | 0 | -20
CC(=O)NC(c1ccco1)c1cc(F)c2cccnc2c1O (stereo not drawn) | 36 | 3 | 12 | -14 | -3 | 9 | -1 | 0 | -7 | -31 | -2
CC(C)[C@H](NC(=O)OCc1ccccc1)C(=O)OCC(=O)Nc1ccc(N2CCOCC2)cc1 | -5 | 0 | 1 | 2 | -1 | -13 | 6 | -14 | -4 | -15 | -9
CN(C)S(=O)(=O)c1cccc(NC(=O)c2cc3c(=O)n4ccccc4nc3s2)c1 | 22 | 2 | 16 | -1 | -7 | 0 | -1 | -3 | -24 | 21 | -14
C=CCNc1ncnc2c1ncn2C1OC(CO)C(O)C1O (stereo not drawn) | -22 | 3 | 57* | 43 | 6 | -31 | -38 | 27 | 16 | -1 | 12
Nc1ccc(C(=O)Nc2cccc(NC(=O)c3ccc(N)cc3)c2)cc1 | -22 | 4 | 9 | 15 | 17 | 7 | -2 | -8 | 3 | 6 | 20
CCC(=O)Nc1nonc1-c1nc2ccccc2n1CCC(C)C | 18 | -2 | 7 | 15 | -6 | 10 | -18 | 38 | -7 | -34 | 9
CCC(CC)C(=O)NN(C(=O)c1ccncc1)C1CC(=O)N(c2ccccc2)C1=O (stereo not drawn) | 14 | -5 | 14 | -4 | 3 | -3 | 15 | -6 | -21 | 11 | 19
NNC(=O)c1ccc2ccccc2n1 | 8 | . | -3 | 5 | 12 | 14 | 3 | 9 | -2 | -28 | 13
COC(CNC(=O)c1cn(C)c2ccc(S(=O)(=O)N(C)C3CCCCC3)cc2c1=O)OC | 18 | 4 | 13 | 1 | 23 | -1 | -1 | -4 | 1 | 1 | 23
CC(C)C(=O)NNC(=O)CSc1nnnn1C(C)C | 5 | -3 | 3 | 11 | -8 | 0 | 15 | -6 | 10 | -24 | 13
CNC(=O)c1ccc(C)c(NC(=O)C2=C(C)OCCS2)c1 | -1 | 2 | 3 | 5 | -2 | -2 | 6 | -7 | -16 | -21 | 18
C/C(=N\Nc1cccc([N+](=O)[O-])c1)c1cc2ccccc2o1 | -153 | 4 | 5 | -64 | -50 | -41 | -6 | -21 | -65 | -15 | -217
N#Cc1ccccc1S(=O)(=O)N1CCN(C(=O)CN2CCCC2c2cccs2)CC1 (stereo not drawn) | 7 | 2 | -5 | -15 | -1 | 5 | -3 | 20 | -16 | -28 | 11
Cc1ccc(Cc2nnc3n(-c4cccc(C)c4)nc(C(=O)c4ccccc4)n3c2=O)cc1 | 30 | 1 | 8 | 17 | 6 | 22 | -4 | 10 | 2 | -37 | 33
Cc1cc(C)n2c(NCc3ccccc3)c(CC(C)C)nc2n1 | . | . | -6 | . | . | -7 | . | . | -8 | -21 | -7
c1ccc(-n2ncc3c2ncn2nc(CSc4nc5ccccc5s4)nc32)cc1 | 7 | -4 | 3 | 21 | 22 | 7 | -27 | 32 | 7 | -21 | 6

Looked up above:
CN(C)S(=O)(=O)c1cccc(NC(=O)c2cc3c(=O)n4ccccc4nc3s2)c1 @ NR2E3 ag-2 = 21
CCC(CC)C(=O)NN(C(=O)c1ccncc1)C1CC(=O)N(c2ccccc2)C1=O (stereo not drawn) @ TWEAK Fn14 block = -3
CCC(=O)Nc1nonc1-c1nc2ccccc2n1CCC(C)C @ CF NFkB block = 38
COc1cccc(-c2sc3ccc(OC)cc3c2-c2ccc(OCCN3CCOCC3)cc2)c1 @ HIF-2a block = 3

Retrieved by structure from the entries so far:
SMILES | Peg3 promoter | NR2E3 ag-1 | C8 TRAIL sens | Shn3 inh set2 | TRPM1 prom inh | TWEAK Fn14 block | KKLEB cytotox | CF NFkB block | TROY signal inh | NR2E3 ag-2 | HIF-2a block
Cc1cc(C)n2c(NCc3ccccc3)c(CC(C)C)nc2n1 | . | . | -6 | . | . | -7 | . | . | -8 | -21 | -7
CO/N=C/C(c1ccc(Cl)nc1)S(=O)(=O)c1ccccc1 (stereo not drawn) | 7 | -4 | 14 | -40 | -11 | 12 | 12 | 4 | -16 | -9 | 13

(list continues)
SMILES | Peg3 promoter | NR2E3 ag-1 | C8 TRAIL sens | Shn3 inh set2 | TRPM1 prom inh | TWEAK Fn14 block | KKLEB cytotox | CF NFkB block | TROY signal inh | NR2E3 ag-2 | HIF-2a block
CCN(CC(=O)NC1CCS(=O)(=O)C1)c1ccc(S(=O)(=O)N(CC)CC)cc1[N+](=O)[O-] (stereo not drawn) | 7 | . | 11 | 8 | 2 | -8 | 10 | 11 | 10 | -19 | 10
CCc1ccc(NC(=O)CN(c2cc(C)cc(C)c2)S(=O)(=O)c2c(C)[nH]c(=O)[nH]c2=O)cc1 | -15 | -3 | -17 | 0 | -8 | 7 | 4 | -15 | 1 | 23 | 6
O=C(NCc1ccc(F)cc1)c1cc(S(=O)(=O)N2CCCCC2)ccc1Cl | 20 | 0 | -9 | 1 | -1 | -1 | 2 | -22 | -4 | -13 | 1
COc1ccccc1-c1nnc(SC2CCc3ccccc3NC2=O)s1 (stereo not drawn) | 19 | 0 | -9 | 24 | -5 | 42 | 8 | -18 | 12 | -7 | 13
CCCCN1C(=O)C(=O)N(CC(=O)Nc2sc(CC)cc2C(=O)OCC)C1=O | -7 | 3 | -14 | -15 | -7 | -13 | 4 | -8 | -4 | -3 | 3
CCc1ccccc1NC(=O)CN1CCN(C(=O)c2cccc(-n3cnnn3)c2)CC1 | 8 | 2 | -9 | 3 | -2 | 1 | 1 | -26 | 11 | 12 | 3
Cc1cccc(N(C)c2ccc3cc(S(=O)(=O)N4CCCC4)ccc3n2)c1 | 26 | 3 | -2 | 0 | -6 | -14 | -17 | 5 | 2 | -28 | 15
COc1cc(OC)c(C2CC(=O)N3CN(c4ccc(C)cc4)CSC3=C2C#N)cc1OC (stereo not drawn) | -47 | 3 | 6 | -34 | -59 | -17 | -24 | 8 | -31 | -35 | -150
Cc1ccc2c(=O)c(C(=O)NCc3cccs3)c[nH]c2c1 | -158 | 0 | -15 | -64 | -44 | -6 | 10 | -7 | -53 | -66 | -317
CCOC(=O)c1cccc(NC(=O)Nc2ccc(OCC)cc2)c1 | -136 | -1 | 35 | 3 | -30 | 4 | 1 | -14 | -30 | -158 | 62*
Cc1cccnc1NC(=O)c1c(O)c2ccccc2n(C)c1=O | -8 | 3 | 30 | -13 | 4 | -16 | 5 | -8 | -7 | -24 | -57
Cc1c(CN2CCCC(C)C2)c(O)n(CCO)c(=O)c1C#N (stereo not drawn) | 14 | -4 | -7 | 8 | -16 | 11 | 18 | -5 | -6 | -4 | 10
CCCC(=O)Nc1ccc(C(=O)NCc2ccccc2Cl)cc1 | 6 | 1 | 9 | 2 | 6 | 1 | 7 | 4 | -14 | 3 | -6
COC(=O)c1cn(C(=O)c2ccc3c(c2)OCO3)c2ccccc12 | 0 | . | 16 | -14 | . | 18 | -12 | 8 | 8 | -30 | -15
CC(C)(C)SCCNS(=O)(=O)c1ccc(F)cc1 | 6 | 0 | 8 | -1 | 9 | -3 | 14 | 5 | 14 | 0 | -9
O=C(Nn1c(O)c(C=C2N=c3ccccc3=N2)sc1=S)c1cccc(Cl)c1 | 20 | -5 | -14 | -3 | -7 | 13 | -11 | 16 | 42 | 12 | -22

Compounds from the list above with bromine, in the order listed:
SMILES | Peg3 promoter | NR2E3 ag-1 | C8 TRAIL sens | Shn3 inh set2 | TRPM1 prom inh | TWEAK Fn14 block | KKLEB cytotox | CF NFkB block | TROY signal inh | NR2E3 ag-2 | HIF-2a block
COc1ccc(NC2=NCC(Cc3ccc(Br)cc3)S2)cc1 (stereo not drawn) | 5 | 0 | 8 | 37 | 59 | 8 | -10 | 5 | 25 | 4 | 0
COc1ccc(Br)cc1CN(C)CC(=O)NCCc1ccc(S(N)(=O)=O)cc1 | 10 | 3 | 6 | 0 | -3 | -5 | 3 | 19 | 17 | 6 | 13

Profiles, quoted from the list:
Profile of COc1ccc(Br)cc1CN(C)CC(=O)NCCc1ccc(S(N)(=O)=O)cc1 → Peg3 promoter = 10; NR2E3 ag-1 = 3; C8 TRAIL sens = 6; Shn3 inh set2 = 0; TRPM1 prom inh = -3; TWEAK Fn14 block = -5; KKLEB cytotox = 3; CF NFkB block = 19; TROY signal inh = 17; NR2E3 ag-2 = 6; HIF-2a block = 13
Profile of COc1ccccc1-c1nnc(SC2CCc3ccccc3NC2=O)s1 (stereo not drawn) → Peg3 promoter = 19; NR2E3 ag-1 = 0; C8 TRAIL sens = -9; Shn3 inh set2 = 24; TRPM1 prom inh = -5; TWEAK Fn14 block = 42; KKLEB cytotox = 8; CF NFkB block = -18; TROY signal inh = 12; NR2E3 ag-2 = -7; HIF-2a block = 13
